Source: PubChem
All columns: NCI-60 one-dose screen, growth in % after 48 h at 10 µM unless noted; 100 = growth as untreated, 0 = no growth, -100 = all killed.
A549/ATCC – A549/ATCC NSCLC | hit rate 3.7% among 81,000
M14 – M14 melanoma; hit rate 6.2% among 80,000
CCRF-CEM – CCRF-CEM leukemia; hit rate 7% among 77,000; AID 1794778
HOP-92 – HOP-92 NSCLC cells | hit rate 6.3% among 71,000
EKVX – EKVX NSCLC; hit rate 3% among 71,000; AID 1794765
MOLT-4 – MOLT-4 leukemia cells | hit rate 6.9% among 80,000
HOP-62 – HOP-62 NSCLC. AID 1794735. hit rate 3.9% among 80,000
RPMI-8226 – RPMI-8226 leukemia cells; AID 1794781; hit rate 7.5% among 77,000
The depositor's hits bear a star; . = not tested or not shown; & = joins results of further samples. Rule for the calls: active = growth percent below 10; inactive = the rest.

SMILES	A549/ATCC	M14	CCRF-CEM	HOP-92	EKVX	MOLT-4	HOP-62	RPMI-8226
COCCOCCOCc1n(Cc2ccc3ccccc3n2)c2ccccc2[n+]1Cc1ccc2ccccc2n1	39.4	26.0	31.6	-22.1*	71.6	26.3	20.8	1.1*
COc1ccc(C(=S)N2CCN(c3ccc(C)cc3)CC2)cc1OC	96.9	109.2	96.5	90.7	108.1	84.0	111.1	99.2
CCCCOC(OCCCC)c1ccccc1	91.4	112.7	105.3	101.5	109.9	106.5	117.4	109.5
O=C(c1ccc(Br)cc1)C1C(c2ccc(Cl)cc2)C2CCCN2C12C(=O)Nc1ccccc12 (centres undefined)	41.8	70.4	68.2	63.3	55.7	37.6	69.5	55.6
COc1ccc(-c2nc(-c3nc4ccc(Cl)cc4[nH]3)c3ccccn23)cc1	-37.4*	62.3	82.7	.	.	74.4	-77.9*	49.3
Oc1ccccc1N=Cc1cc(-c2ccccc2)nn1-c1ccccc1	93.4	107.4	90.8	97.5	107.0	84.4	95.7	82.1
CC(C)c1ccc(Cc2cnc(NC(=O)c3ccc(-n4cnnn4)cc3)s2)cc1	45.9	65.1	64.7	97.2	56.6	44.0	99.1	53.8
CC(=O)CC(=O)Nc1ccc([N+](=O)[O-])cc1	103.5	93.8	81.3	88.2	46.5	91.4	86.6	88.8
CC(CCN(CC(=O)O)CC(=O)O)N(CC(=O)O)CC(=O)O (centres undefined)	84.8	88.1	95.8	92.6	.	78.9	85.0	100.7
Cc1cc(C)c(Cc2c(C)cc(C)cc2C)c(C)c1	110.9	108.8	97.3	.	122.5	94.9	126.0	93.1
COC(=O)C1(C2CCc3cc(OC)ccc3C2=O)NC(=S)NC(=O)C1C#N (centres undefined)	110.7	115.2	106.4	106.4	101.6	118.0	142.4	109.3
Fc1ccc(C2=NN(c3cc(Cl)cc(Cl)c3)C(c3cccc(Nc4ccnc5cc(Cl)ccc45)c3)C2)cc1 (centres undefined)	68.7	87.1	57.7	96.9	83.3	57.4	64.3	66.3
O=S(=O)(Nc1ccsc1-c1nc(-c2ccccc2)no1)c1ccccc1	91.4	87.0	92.7	92.9	109.5	103.2	79.0	98.4
CCOC(=O)[C@@]12CCCC=C1N1c3ccccc3-c3ccnn3[C@H]1CC2	104.1	96.9	.	79.9	.	96.8	84.0	96.8
COc1ccc(S(=O)(=O)NCCNc2nccc(-c3cn(-c4ccccc4)nc3-c3ccc(Cl)c(OC)c3)n2)cc1	67.2	104.4	.	.	94.7	87.0	.	.
N#C/C=C/c1ccsc1C(=O)O	100.0	101.3	106.3	106.6	104.2	84.3	97.6	106.1
CC(=O)c1cc(C(=O)N2c3ccccc3Sc3ccccc32)c2c(C)cccn12	91.0	89.1	101.2	111.5	79.1	78.5	97.4	107.0
N#CNc1nc(N)cc(=O)[nH]1	91.3&98.9	99.7&105.4	103.5	121.5	98.2&97.5	100.3&105.0	100.0&98.8	111.2
CC(=O)C1C(=O)C(=O)N(c2ccc(Br)cc2)C1=O (centres undefined)	110.9	101.1	103.8	95.5	106.3	104.6	103.9	102.6
COc1ccc(/C=C2\CCCC3=C2N=C2SC=NN2C3c2ccc(OC)c(OC)c2)cc1OC (centres undefined)	31.9	47.5	7.5*	.	.	54.7	35.3	-14.8*
O=C(Nc1nnc(-c2ccncc2)s1)c1ccccc1	81.2	103.1	91.5	.	.	92.2	98.7	72.4
Cn1c(N2N=C(c3ccccc3)CC2c2ccc(Cl)cc2)nc(-c2ccccc2)c(C#N)c1=O (centres undefined)	76.6	87.5	.	36.4	.	63.3	91.7	71.0
Cc1cc([N+](=O)[O-])ccc1N=O	95.5	112.1	102.4	81.3	91.9	104.8	103.6	105.2
COC1(OC)C2C(Cl)=C(Cl)C1(Cl)C(Br)C2c1ccccc1 (centres undefined)	80.0	85.8	92.5	73.3	93.2	73.0	94.3	84.5
O=C(NCCc1ccccc1)Nc1ccc2cc3ccc(NC(=O)NCCc4ccccc4)cc3nc2c1	73.8	33.8	1.0*	68.1	71.9	-46.4*	39.4	49.1
Cc1ccccc1N=C(N)Nc1ccccc1C (tested in a mixture with another compound)	74.4	.	9.6*	76.5	85.3	37.1	84.7	46.6
NC(N)=N/N=C(/c1ccccc1)c1ccc(N)cc1	99.5	104.4	124.3	92.8	88.2	107.0	100.5	150.0
CC(C)(C)C1CCC(O)(Cc2ccccc2)CC1 (centres undefined)	109.8	103.7	118.3	.	.	102.1	98.5	109.4
CCCNC(=O)CCCNc1ncnc2c1ncn2-c1cccc(C(C)O)c1 (centres undefined)	88.7	106.7	96.1	82.2	104.8	98.1	97.1	98.9
CCOC(=O)c1ccc2c(c1)[n+](=O)c(C(=O)C1CCCS1)c(C(F)(F)F)n2[O-] (centres undefined)	-94.9*	-96.6*	-44.0*	-83.6*	-77.0*	-67.3*	-90.6*	-45.3*
COc1ccc(Cn2c(C)nc3c([N+](=O)[O-])cccc32)cc1	83.3	89.1	81.1	28.2	54.9	79.3	92.9	52.5
O=C1C(=O)N(CCCCn2cc(CO)nn2)c2ccccc21	104.1	94.5	103.5	105.6	92.4	95.7	96.3	99.3
Cn1c2nc3ccccc3c-2cc2ccccc21	28.4	48.3	50.8	57.2	42.5	21.5	51.3	54.9
Fc1ccccc1-n1c(SCCc2c[nH]c3ccccc23)nnc1-c1ccncc1	85.4	98.9	79.9	24.4	83.9	82.2	94.1	76.8
O=C(NC1CCCCC1c1ccccc1)c1ccccc1 (centres undefined)	91.7	107.0	99.0	99.1	105.6	93.4	105.1	100.0
CCOC(=O)/C=C/c1cccc([N+](=O)[O-])c1	95.9	.	116.0	109.7	116.3	101.8	105.9	107.6
CN(C)CCCOc1ccc(OCCCN(C)C)c2c1C(=O)c1ccccc1C2=O	4.0*	1.6*	2.8*	-0.9*	13.6	5.6*	-1.4*	-20.6*
O=[N+]([O-])c1ccc2nc(Cl)sc2c1	78.6	107.8	116.2	95.3	98.8	94.0	89.7	98.1
Nc1ccc(CCc2ccccn2)cc1	104.0	112.4	89.6	108.8	105.3	92.2	99.5	.
CCOC(=O)C1(C(=O)OCC)COC(=O)C2(CC)OC21 (centres undefined)	96.8	115.8	98.9	.	98.9	115.6	109.4	100.0

Looked up by structure from above:
SMILES	A549/ATCC	M14	CCRF-CEM	HOP-92	EKVX	MOLT-4	HOP-62	RPMI-8226
CCOC(=O)c1ccc2c(c1)[n+](=O)c(C(=O)C1CCCS1)c(C(F)(F)F)n2[O-] (centres undefined)	-94.9*	-96.6*	-44.0*	-83.6*	-77.0*	-67.3*	-90.6*	-45.3*
Cc1cc([N+](=O)[O-])ccc1N=O	95.5	112.1	102.4	81.3	91.9	104.8	103.6	105.2
O=C1C(=O)N(CCCCn2cc(CO)nn2)c2ccccc21	104.1	94.5	103.5	105.6	92.4	95.7	96.3	99.3
COc1ccc(Cn2c(C)nc3c([N+](=O)[O-])cccc32)cc1	83.3	89.1	81.1	28.2	54.9	79.3	92.9	52.5
Nc1ccc(CCc2ccccn2)cc1	104.0	112.4	89.6	108.8	105.3	92.2	99.5	.
Cn1c(N2N=C(c3ccccc3)CC2c2ccc(Cl)cc2)nc(-c2ccccc2)c(C#N)c1=O (centres undefined)	76.6	87.5	.	36.4	.	63.3	91.7	71.0
Cc1ccccc1N=C(N)Nc1ccccc1C (tested in a mixture with another compound)	74.4	.	9.6*	76.5	85.3	37.1	84.7	46.6

Returning to the listing; the 3 compounds before the break are reprinted first.
SMILES	A549/ATCC	M14	CCRF-CEM	HOP-92	EKVX	MOLT-4	HOP-62	RPMI-8226
O=[N+]([O-])c1ccc2nc(Cl)sc2c1	78.6	107.8	116.2	95.3	98.8	94.0	89.7	98.1
Nc1ccc(CCc2ccccn2)cc1	104.0	112.4	89.6	108.8	105.3	92.2	99.5	.
CCOC(=O)C1(C(=O)OCC)COC(=O)C2(CC)OC21 (centres undefined)	96.8	115.8	98.9	.	98.9	115.6	109.4	100.0
CS(=O)(=O)Nc1cc(-c2ccc3ncnc(Nc4c(Cl)ccc5c4OCO5)c3c2)cnc1Cl	-13.7*	-9.9*	11.9	-10.5*	-34.1*	-15.1*	9.2*	-19.7*
CCCCOc1cc(C(=O)O)ccc1[N+](=O)[O-]	100.7	112.7	98.9	96.8	103.6	94.2	91.1	101.5
N#Cc1c(-c2ccc(Cl)cc2)c2c(N)nn(-c3ccccc3)c2[nH]c1=O	108.8	100.8	102.4	98.1	85.9	100.9	106.1	91.8
CCCNc1nc2ccccc2c2c(=O)c3cc(Cl)ccc3sc12	65.9	74.8	98.8	44.6	77.2	98.2	49.6	85.4
O=C1NC(=C(Cl)Cl)/C(=N/S(=O)(=O)NCc2ccc(Cl)cc2)N1	97.1	92.2	92.5	98.3	103.4	105.5	110.8	89.9
COc1cc(-c2nc3cc(Cl)c(Cl)cc3[nH]2)ccc1OCC(=O)N=Nc1c(O)[nH]c2ccc(Cl)cc12	45.8	-35.8*	-31.3*	-19.7*	45.7	-27.8*	-36.7*	10.4
c1cc(OCC2CO2)cc(OCC2CO2)c1 (centres undefined)	84.8	101.9	58.1	84.5	105.7	63.8	95.6	94.5
CC1(C)[C@@H](O)CC[C@]2(C)[C@H]3CC[C@@H]4[C@H]5[C@H](C(=O)/C=C/c6ccc(C(F)(F)F)cc6)CC[C@]5(CO)CC[C@@]4(C)[C@]3(C)CC[C@@H]12	47.8	7.8*	28.4	66.0	71.2	14.0	97.4	28.2
COc1ccc(/C=C2\C(=O)N(C(=O)c3csc(NC(C)=O)n3)N=C2C)cc1	97.3	98.7	99.0	99.8	.	86.9	100.2	98.4
O=C1/C(=C/c2cccs2)CCC/C1=C\c1cccs1	88.4	87.5	80.9	66.0	74.0	89.1	96.7	57.5
Cc1ccc(S(=O)(=O)Nc2ccc(-c3cc(-c4ccccc4F)c(C#N)c(=O)[nH]3)cc2)cc1	72.5	84.9	85.6	63.0	87.1	81.1	86.4	58.8
S=c1[nH]ccs1	93.8	95.9	92.4	78.9	112.4	114.8	97.6	92.5
CC(C)CN1CC(C)C(=O)N(c2ccccc2)C1=S (centres undefined)	105.5	98.5	103.9	76.6	103.6	106.1	103.6	113.0
OCc1cnccc1NC1CCNC1 (centres undefined)	75.1	100.5	101.4	97.9	100.5	101.3	88.5	106.3
COc1ccc(C(=O)C2C(C#N)C(C#N)C3c4ccccc4C=CN23)cc1 (centres undefined)	87.2	96.2	82.5	85.9	84.2	95.6	92.9	73.1
COc1ccc(-c2nc(SCCC(C)C)nc(N/N=C\c3cccc(Cl)c3)c2C#N)cc1	59.7	101.4	50.0	62.5	77.3	74.7	49.7	.
Nc1ncnc2nc(-c3ccccc3)[nH]c12	103.0	103.5	89.4	97.3	.	79.7	109.2	103.3
Clc1nnc2ccc(Oc3cccc(-c4ccc(Oc5ccccc5)cc4)c3)nn12	93.7	85.8	78.9	13.6	97.5	82.4	88.0	65.0
CCCc1cc2c(=O)c(C(=O)OC)c[nH]c2cc1N(CC)CC	-20.0*	109.5	88.2	110.6	106.4	98.2	90.0	82.5
NC(=S)N/N=C/c1ccc(OC(=O)COc2ccc(Cl)cc2)cn1	106.6	17.9	18.6	66.9	93.6	16.5	53.0	59.1
CC(=O)c1ccc(N2C(=O)c3ccc(C)cc3C2=O)cc1	107.7	114.2	97.3	111.2	.	87.4	84.3	105.7
O=C(O)c1cccc(N/C=C/C(=O)c2cc3cc(Br)ccc3oc2=O)c1	92.4	94.2	100.7	102.7	101.6	113.1	93.7	101.0
CCSCC1CC(O)(c2ccccc2)CC(c2ccc(F)cc2)O1 (centres undefined)	20.7	5.8*	22.9	-9.6*	15.2	-11.9*	26.2	8.8*
CCOC(=O)Nc1ccc2nc(-c3cscn3)[nH]c2c1	45.0	16.1	70.8	113.5	.	49.9	54.1	43.1
OCC1CCCO1 (centres undefined)	104.6	98.7	99.3	103.9	105.5	93.1	105.2	101.8
CCOC(=O)c1[nH]c(C=O)c(C(=O)OCC)c1C	71.7	100.7	89.3	95.9	99.4	91.0	98.6	100.0
Cc1ccc(S(=O)(=O)O[C@@H]2C(=O)N(c3cc4c5ccccc5ccc4c4ccccc34)[C@H]2c2ccc(F)cn2)cc1	92.8	103.8	91.9	91.0	96.6	97.9	97.6	88.6
O=C1c2ccccc2S(=O)(=O)N1CO	95.2	113.1	97.0	87.2	97.5	99.3	99.5	101.7
CCCCSc1ccccn1	96.3	113.0	102.1	105.0	106.7	92.2	102.3	109.1
CC(C)(C)CC(C)(C)Nc1c(-c2c(O)c3ccccc3oc2=O)nc2sccn12	90.8	97.2	92.2	107.1	104.5	101.3	85.0	97.7
CCCCC(CC)C(=O)NCC(C)O (centres undefined)	100.7	110.5	108.8	109.0	101.9	99.4	101.5	105.2
COc1ccc(N2C(=O)CC(Nc3cc(C)ccc3C)C2=O)c([N+](=O)[O-])c1 (centres undefined)	107.2	100.0	72.6	93.7	101.7	101.7	103.8	77.1
COc1c(/C=N/N=c2sc(C(C)=O)nn2-c2ccc(C)cc2)c(O)cc2oc(C)cc(=O)c12	102.2&89.6	94.5&100.3	119.7&88.2	93.7&95.8	102.1&95.7	107.0&102.0	98.0&86.2	124.5&102.1
Cc1nc(C(=O)O)c(C)c(=O)[nH]1	93.9	106.4	98.7	106.7	.	93.2	105.3	110.3
